# Screening results from PubChem BioAssay.
# inhibitors of VEEV = inhibitors of VEEV TC-83 cytopathic effect, confirmation, Vero cells (AID 588727) | Vero cells, VEEV TC-83 cytopathic effect inhibition; higher % means a stronger effect | actives 0.13% (n = 350,000) | inhibition, % at 20 µM, or IC50 in µM where a hit was titrated; in the data active means a potency from the dose series; inconclusive means inhibition mostly from about 14% at the one dose, without a potency; inactive means the rest, 99 in 100 with inhibition below about 12%; further: strong numbers were not always called active
# influenza NS1A = H1N1 influenza NS1A inhibitors, functional cell based assay (AID 504329) | NS1A functional cell-based assay, percent inhibition; higher % means a stronger effect | one-dose inhibition, % at 12.5 µM; IC50 in µM for titrated hits | actives 0.3% (n = 340,000); in the data active means a potency from the dose series; inconclusive means inhibition above about 27% without an active follow-up result; further: strong numbers were not always called active
# Salmonella PhoP GFP = PhoP regulon inhibitors, Salmonella typhi PhoP promoter GFP reporter, confirmatory (AID 1850); actives 0.33% (n = 310,000); Salmonella Typhi PhoP-promoter GFP reporter, fluorescence, 4 h; higher % means a stronger effect; one-dose inhibition, % at 50 µM; IC50 in µM for titrated hits; in the data active means a potency from the dose series; inconclusive means inhibition mostly from about 25% at the one dose, without a potency; inactive means the rest, 99 in 100 with inhibition below about 19%;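 further: 0% = induced wells with vehicle and 100% = uninduced wells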
# H37Rv inhibition = M. tuberculosis growth inhibition, HTS (AID 449762) | M. tuberculosis H37Rv growth inhibition, 7H9 media; higher % means a stronger effect | one-dose inhibition, % at 25 µM; IC50 in µM for titrated hits | actives 0.59% (n = 330,000); in the data active means a potency from the dose series; inconclusive means inhibition above about 70% without an active follow-up result;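 further: bacterial growth assessed after seven days of incubation; strong numbers were not always called active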
# M. tuberculosis = growth inhibition of non-replicating M. tuberculosis (AID 488890). Mycobacterium tuberculosis non-replicating, growth inhibition; higher % means a stronger effect. inhibition, % at 25 µM; hits with a dose series show IC50 in µM. actives 0.39% (n = 320,000); in the data active means a potency from the dose series; inconclusive means inhibition mostly from about 82% at the one dose, without a potency; inactive means the rest, 99 in 100 with inhibition below about 76%;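 further: plate controls were DMSO cells for no effect and high antibiotic wells for full effect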
# inhibitors of VEEV 10K pilot screen = also measured in inhibitors of VEEV; calls as there; inhibition, %; measured here: 10K pilot screen inhibition
# Numbers without * were called inactive; i = inactive; ? = inconclusive; / = no result given; & = joins results of further samples.
SMILES,inhibitors of VEEV,influenza NS1A,Salmonella PhoP GFP,H37Rv inhibition,M. tuberculosis,others
CCOc1ccc(N2C(=O)CC(N3CCC(NC(=O)Nc4ccccc4)CC3)C2=O)cc1 (stereo not drawn),i,-5%,-7%,3%,58%,
CS(=O)(=O)c1ccc(C(=O)NCc2ccccc2F)cc1,2.4%,-21%,2%,-1%,-1%,
Cc1ccc(OCC(=O)O/N=C(\N)Cc2ccc([N+](=O)[O-])cc2)cc1C,0.9%,-1%,-4%,4%,28%,
COC(=O)CCCN=C1SCCN1Cc1ccccc1,1.6%,8%,9%,-4%,14%,
CC(C)(C)c1ccc(C(=O)NC(Cc2ccccc2)C(=O)O)cc1 (stereo not drawn),0.5%,-2%,-1%,-20%,16%,
CC(=O)c1ccc(OCc2cc(C(=O)NCCc3ccc(Cl)cc3)no2)cc1,i,-18%,-3%,2%,3%,
Cc1cc(C(=O)CN2C(=O)C(=O)N(Cc3ccco3)C2=O)c(C)n1CCc1ccccc1,8.3%,-3%,/,-8%,54%,
COc1ccc(NC(=S)N(CCc2nc3cc(C)c(C)cc3[nH]2)Cc2cccnc2)cc1,i,-1%,2%,-2%,40%,
COc1ccc(C2=CC(c3ccc4c(c3)OCO4)c3c(c4ccccc4oc3=O)O2)cc1OC (stereo not drawn),8.6%,5%,/,/,/,
O=C1C2C3CCCC3=C3CCCC3C2C(=O)N1c1cccc(Cl)c1 (stereo not drawn),0.4%,6%,4%,3%,-8%,
COc1cc(C(=O)Nc2ccc(C#N)cc2)c([N+](=O)[O-])cc1OC,7.7%,3%,5%,-19%,6%,
O=[N+]([O-])c1cccc2[nH]ncc12,i,-4%,/,/,/,
CN(CCC#N)S(=O)(=O)c1ccc2[nH]cc(C(=O)NCCc3ccccc3)c(=O)c2c1,3.1%,-6%,-4%,-8%,-2%,
COc1c(C)cccc1C(=O)NC(=S)Nc1ccccc1N1CCCC1,i,1%,-7%,?,17%,
COc1ccccc1N=Nc1c(C)n[nH]c1C,0.2%,-2%,2%,1%,-3%,
COC(=O)c1cccc(NC(=O)C(C)(C)C)c1,4.9%,1%,-5%,-2%,2%,
CCOC(=O)C1(C(=O)OCC)C(c2ccccc2)CC(O)N1C(C)=O (stereo not drawn),1.1%,-2%,/,/,/,
C=CCn1c(CC(C)(C)C)nc2ccccc21,1.3%,4%,2%,5%,5%,
CN(CC(=O)Nc1ccc(F)cc1)C(=O)COC(=O)C1CCN(c2ccc(C(F)(F)F)cn2)CC1,1.3%,-15%,0%,-1%,-2%,
Cc1ccccc1C1CC(=O)NC2=C1C(=O)CCC2 (stereo not drawn),1.3%,-2%,4%,-1%,-3%,
OCCN(CC#CC(O)(c1ccccc1)C1CCCC1)CCO (stereo not drawn),1.8%,-20%,-11%,4%,-5%,
O=c1c2ccccc2nnn1CSc1nnc(COc2ccc(Cl)cc2)n1Cc1ccco1,i,6%,-1%,-12%,-6%,
C=CCNC(=O)C1CC(=O)N(c2ccc(OCC(=O)Nc3ccc(CC)cc3)cc2)C1 (stereo not drawn),0.1%,-13%,-11%,-4%,7%,
CCCCC(=O)Nc1cc([N+](=O)[O-])ccc1Cl,0.6%,1%,-7%,8%,20%,
COC(=O)[C@H](Cc1ccccc1)NC(=O)NCc1cccs1,i,6%,-10%,-14%,-4%,
CC(C)(C)C(=O)COC(=O)C1CC(=O)N(c2ccccc2)C1 (stereo not drawn),0.1%,1%,1%,-4%,-1%,
COc1cc(OC)cc(C(=O)N[C@H](C(=O)OCC(=O)Nc2ccc(C)cc2C)C(C)C)c1,1.1%,-5%,-5%,10%,10%,
O=S(=O)(Nc1cccc(S(=O)(=O)N2CCCC2)c1)c1ccc(F)cc1,6.5%,-13%,/,/,/,
COc1ccccc1NCc1ccc([N+](=O)[O-])s1,1.2%,7%,-7%,-4%,33%,
CCOc1ccc(C(C)=O)cc1COc1cccnc1[N+](=O)[O-],6.2%,9%,10%,7%,9%,

# Two records picked at random from the list so far, as already listed:
SMILES,inhibitors of VEEV,influenza NS1A,Salmonella PhoP GFP,H37Rv inhibition,M. tuberculosis,others
COc1ccccc1NCc1ccc([N+](=O)[O-])s1,1.2%,7%,-7%,-4%,33%,
Cc1ccccc1C1CC(=O)NC2=C1C(=O)CCC2 (stereo not drawn),1.3%,-2%,4%,-1%,-3%,

# Continuation:
SMILES,inhibitors of VEEV,influenza NS1A,Salmonella PhoP GFP,H37Rv inhibition,M. tuberculosis,others
Cc1csc(NC(=O)CSc2ncc(-c3ccccc3)[nH]2)n1,4.6%,1%,-19%,-6%,54%,
CCOC(=O)C1(Cc2cccc(OC)c2)CCN(Cc2ccc(OC)c(OC)c2)CC1,0.9%,5%,2%,9%,27%,
Cc1ccc(C(=O)Nc2ccc3nccnc3c2)cc1,2.6%,3%,4%,-11%,-6%,
O=C(O)c1cccc(NS(=O)(=O)c2ccc3c(c2)C(=O)c2ccccc2C3=O)c1,0.1%,12%,-5%,-7%,0%,
O=C(NCc1cccnc1)C1CCN(S(=O)(=O)c2cccnc2)CC1,0.8%,1%,-1%,2%,4%,
Cc1nn(CC(=O)Nc2ccccc2C(F)(F)F)c(=O)c2cccn12,0.6%,7%,-19%,7%,-6%,
Cc1ccc(C2c3c(oc4cc(C)c(C)cc4c3=O)C(=O)N2CCCN2CCOCC2)cc1 (stereo not drawn),11%,10%,-10%,-7%,/,
Cc1ccc(-c2nnn(CC(=O)N(c3ccccc3)C(C(=O)NC3CCCC3)c3ccncc3)n2)o1 (stereo not drawn),1.1%,-6%,0%,-2%,3%,
Cc1ccc(-n2c3c(cc(C(=O)NC4CCSC4=O)c2=O)C(=O)CC(C)(C)C3)cc1 (stereo not drawn),1.2%,-7%,1%,-4%,-8%,
O=C(CSc1nnc(Cc2ccccc2)o1)N1CCCc2ccccc21,0.8%,5%,13%,14%,53%,
Cc1ccccc1C(=O)N1CCC(C(=O)OCC(=O)Nc2cccc([N+](=O)[O-])c2C)CC1,i,0%,/,-2%,5%,
O=C(c1ccco1)c1cn(Cc2ccc(Cl)cc2)c2ccccc12,9.4%,2%,-4%,?,34%,
Cc1ccc(N(Cc2ccccc2O)C(=O)c2ccccc2F)cc1,i,3%,0%,-2%,42%,
O=C(CNC(=O)c1ccc(Cl)cc1Cl)OCC(=O)N1CCCC1=O,1.3%,-4%,4%,8%,-2%,
Cc1ccc(S(=O)(=O)N(C)c2ccc(C(=O)Nc3ccc(C)cn3)cc2)cc1,11%,2%,-3%,7%,22%,
C1=C(c2sc3ccccc3c2-c2ccc(OCCN3CCOCC3)cc2)CCCC1,1.4%,11%,/,39%,56%,inhibitors of VEEV 10K pilot screen=0.3
O=C(O)c1cc(-c2ccccn2)n[nH]1,i,-1%,-5%,-11%,-10%,
CN(C)CCC(c1ccccc1)c1ccccn1 (stereo not drawn),0.1%&0.3%,3%&-1%&3%,-1%&4%,-3%&-6%,-9%&-2%,
COC(=O)c1ccc(CNC(=O)COC(=O)COc2ccc(OC)cc2)cc1,i,0%,-11%,8%,-6%,
Cc1nc(SCC(N)=O)c([N+](=O)[O-])[nH]1,0.7%,0%,1%,2%,0%,
COC(=O)C1=C(c2ccc(S(C)(=O)=O)cc2)C[C@@H]2CC[C@H]1N2C(=O)NCc1ccco1,i,0%,-3%,-3%,-16%,
O=C(OCC(O)COC(=O)c1cccnc1)c1cccnc1,1.6%,6%,-7%,-10%,-19%,
COc1cc(/C=N\NS(=O)(=O)c2ccccc2)cc(OC)c1OC,1.4%,-23%,1%,15%,-10%,
O=[N+]([O-])c1cc(/C=N/O)ccc1SCc1ccccc1Cl,i,-2%,-4%,7%,9%,
O=C(CSC1CS(=O)(=O)c2cc([N+](=O)[O-])ccc21)NNC(=O)c1ccccc1 (stereo not drawn),i,-20%,4%,12%,67%,
Cc1ccc(NC(=S)NNC(=O)CCn2cc(C)cn2)cc1,0.1%,-1%,0%,-12%,-7%,inhibitors of VEEV 10K pilot screen=1.1
CN(C)c1ccc(C2OC(=O)C3(CCCC3)C(=O)C2(C)C)cc1 (stereo not drawn),i,10%,-10%,-3%,12%,
Cc1cc(C)nc(SCc2nc3nc(C)cc(C)n3c2Br)n1,4.8%,4%,-5%,-1%,62%,
OCCNCCCCOc1ccc(F)cc1,0.4%,5%,1%,-3%,1%,
O=C(Nc1ccc2c(c1)OCO2)C1CCN(S(=O)(=O)c2cccs2)CC1,i,10%,6%,-6%,8%,
CC(C)(C)n1cc(C(=O)c2ccccc2OCCCF)cn1,0.7%,1%,7%,0%,-15%,
N#CC1=C2SCN(Cc3ccco3)CN2C(=O)CC1c1c(F)cccc1Cl (stereo not drawn),0.5%,6%,-1%,-7%,29%,inhibitors of VEEV 10K pilot screen=0.2
O=C(Nc1ccc(Cl)cn1)c1cc2c(s1)-c1ccccc1OC2,0.3%,-7%,0%,-12%,27%,
O=C(CCSCCc1ccccn1)Nc1c(F)cc(F)cc1Br,i,0%,-2%,-15%,4%,
CC(C)(C)NC(=O)C(Cc1ccccc1)NS(=O)(=O)c1ccc2c(c1)CCC(=O)N2 (stereo not drawn),1.7%,0%,8%,-7%,12%,
COc1ccc(N=C(C)C2=C(O)c3ccccc3C2=O)cc1,0.2%,-2%,-4%,-1%,21%,
O=C(Cn1cc(C(=O)COc2ccccc2)c2ccccc21)NCc1ccco1,2.3%,-1%,5%,-4%,6%,inhibitors of VEEV 10K pilot screen=0.2
COc1ccc(/C(O)=C2/C(=O)C(=O)N(CCN(C)C)C2c2ccc(C)cc2)cc1Cl (stereo not drawn),1.3%,-11%,-2%,1%,14%,inhibitors of VEEV 10K pilot screen=0.7
CN(C(=O)c1cccc(NC(=O)Cc2ccc(NC(=O)C3CCCN(C(=O)C4CCCCC4)C3)cc2)c1)C1CC1 (stereo not drawn),0.1%,-11%,/,/,/,
Cc1nc2ccccc2c(=O)n1CCCN1CCOCC1,1.1%,-1%,-3%,6%,-5%,
CCCCCCN(C(=O)CCCCCN1C(=O)NC(c2ccc(-c3ccccc3)cc2)C(C(=O)OCc2ccccc2)=C1C)C(C)C(=O)NCCCC (stereo not drawn),/,/,-3%,3%,5%,
CC(C)CC(=O)NC(NC(=S)Nc1cccc2cccnc12)C(Cl)(Cl)Cl (stereo not drawn),i,7%,3%,2%,64%,
C=CCNC(=O)c1onc(CSc2cc(C)ccc2C)c1C(=O)O,0.2%,-1%,-9%,4%,34%,
COc1ccc(CNC(=O)CCn2nc(C)c3c(C)n(-c4ccccc4)nc3c2=O)c(OC)c1,0.5%,-10%,-2%,-4%,17%,
CN(C)c1ccc(C(=O)NNC(=O)Nc2ccccc2)cc1,0.9%,-3%,4%,-6%,-13%,
Cc1c(NCc2cc(Cl)cc(Cl)c2O)c(=O)n(-c2ccccc2)n1C,i,-3%,-9%,0%,5%,
CSc1ccccc1C(=O)Nc1cc2c(cc1C(=O)O)OCCCO2,3.1%,-10%,6%,63%,?,
O=S(=O)(/N=C(/Nc1cccc2ccccc12)c1ccccc1)c1ccc(F)cc1,3.7%,16%,7%,-5%,-6%,
Cn1c(O)c(C=NCc2cccs2)c(=O)n(C)c1=O,i,0%,-11%,-2%,1%,
COCCSc1nc(N)c(NC(=O)c2ccco2)c(=O)[nH]1,2.4%,-1%,-4%,-6%,-1%,
CN(C)CCNc1nc(-c2ccco2)c2c(c1C#N)CC(C)(C)OC2,2.8%,6%,-7%,7%,30%,
COc1ccc(S(=O)(=O)N2CCC3(CC2)OCCN3S(=O)(=O)c2cccs2)cc1OC,i,-1%,7%,6%,-8%,
COc1ccc(C(=O)Cn2c(=O)oc3ccc(C)cc32)cc1,1.4%,-7%,10%,-2%,26%,

# In the list so far, these contain a COOH group:
SMILES,inhibitors of VEEV,influenza NS1A,Salmonella PhoP GFP,H37Rv inhibition,M. tuberculosis,others
CC(C)(C)c1ccc(C(=O)NC(Cc2ccccc2)C(=O)O)cc1 (stereo not drawn),0.5%,-2%,-1%,-20%,16%,
O=C(O)c1cccc(NS(=O)(=O)c2ccc3c(c2)C(=O)c2ccccc2C3=O)c1,0.1%,12%,-5%,-7%,0%,
O=C(O)c1cc(-c2ccccn2)n[nH]1,i,-1%,-5%,-11%,-10%,
C=CCNC(=O)c1onc(CSc2cc(C)ccc2C)c1C(=O)O,0.2%,-1%,-9%,4%,34%,
CSc1ccccc1C(=O)Nc1cc2c(cc1C(=O)O)OCCCO2,3.1%,-10%,6%,63%,?,
